# MITF TRPM1 inh – MITF TRPM1 promoter inhibition in SK-MEL-5 cells. SK-MEL-5 TRPM1 promoter luciferase, 24 h. inhibition, % at 12.5 µM. 330,000 tested, 0.83% active. AID 488899;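 active = mean inhibition across replicates of 60% or more, whatever share of single replicates reaches that level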; also: values of inactives mirror those of a sister screen read the other way
# NR2E3 ag-1 – activates human photoreceptor nuclear receptor NR2E3 | Q9Y5X4 | GST-NR2E3/biotin-RetCOR TR-FRET, 1536-well | inhibition of corepressor binding, % at 4.78 µM | 320,000 tested, 0.12% active | AID 2300;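 active = percent inhibition above the cutoff of mean plus 3 SD of all tested compounds, set per screening campaign, cut at about 20% in these data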;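 also: 0% = DMSO wells and 100% = biotin wells as full block of FRET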
# Target sequence (Q9Y5X4 whole entry, looked up): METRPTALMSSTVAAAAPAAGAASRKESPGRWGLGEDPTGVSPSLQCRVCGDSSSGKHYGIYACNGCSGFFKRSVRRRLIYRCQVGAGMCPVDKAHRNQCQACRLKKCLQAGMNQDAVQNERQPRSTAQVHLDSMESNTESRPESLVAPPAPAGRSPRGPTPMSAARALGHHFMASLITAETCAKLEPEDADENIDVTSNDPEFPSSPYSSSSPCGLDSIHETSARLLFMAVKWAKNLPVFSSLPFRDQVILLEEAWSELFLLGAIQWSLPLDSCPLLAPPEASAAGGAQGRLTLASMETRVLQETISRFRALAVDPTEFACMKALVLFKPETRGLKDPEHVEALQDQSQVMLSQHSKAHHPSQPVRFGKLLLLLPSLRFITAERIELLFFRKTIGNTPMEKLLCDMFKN
#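 Format: 1536-well format; test system: GST-NR2E3 and biotin-RetCOR proteins; read-out basis: percent inhibition of TR-FRET ratio; timing: 5 h incubation at 4 °C; detection: time-resolved FRET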
# NR2E3 ag-2 – agonists of human NR2E3 nuclear receptor; Q9Y5X4; CHO-S Gal4-NCOR/VP16-NR2E3 two-hybrid, luciferase; inhibition of corepressor binding, % at 3.98 µM; 360,000 tested, 0.35% active; AID 602229;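 active = inhibition above the mean of all tested compounds plus 3 SD, cut at about 70% in these data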;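 also: 0% = DMSO with NR2E3 transfected cells and 100% = cells lacking NR2E3 construct; higher means lower luciferase signal from less NR2E3 corepressor binding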
# PDI inh – blocks human protein disulfide isomerase activity | P07237 | PDI insulin aggregation turbidity, A650, 90 min | inhibition, % at 10 µM | 350,000 tested, 0.052% active | AID 588391;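 active = mean inhibition across replicates of 30% or more, whatever share of single replicates reach that level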;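 also: absorbance from insulin aggregation driven by PDI reduction with DTT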
# Shn3 inh set2 – reduces Shn3 3'UTR luciferase signal in osteoblasts; Clone20 osteoblast Shn3 3'UTR firefly luciferase, 24 h; inhibition, % at 12.5 µM; 360,000 tested, 0.52% active; AID 588674;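 active = mean inhibition of at least 75% with every replicate also reaching 75%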;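 also: 0% = median of neutral control wells and 100% = pilot-screen positive control compound; some compounds past the cut are filed as inactive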
# Peg3 prom inh – reduces Peg3 promoter-driven luciferase expression in HeLa; HeLa PEG-Prom luciferase reporter, luminescence, overnight; inhibition, % at 20 µM; 360,000 tested, 1.7% active;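 active = inhibition of at least 50% at 20 µM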
# HTR2A ag – mouse HTR2A agonism via beta-arrestin recruitment. AID 624169. activation, % at 7.6 µM. CHO-K1 mHTR2A beta-arrestin complementation, luminescence; percent of 30 µM serotonin response. 360,000 tested, 0.66% active. P35363;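 active = activation above a run cutoff, the mean activation of all tested compounds plus 3 SD, cut at about 14% in these data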;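 also: 0% = plate median of compound wells and 100% = 30 µM serotonin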
# Target sequence (P35363 whole entry, looked up): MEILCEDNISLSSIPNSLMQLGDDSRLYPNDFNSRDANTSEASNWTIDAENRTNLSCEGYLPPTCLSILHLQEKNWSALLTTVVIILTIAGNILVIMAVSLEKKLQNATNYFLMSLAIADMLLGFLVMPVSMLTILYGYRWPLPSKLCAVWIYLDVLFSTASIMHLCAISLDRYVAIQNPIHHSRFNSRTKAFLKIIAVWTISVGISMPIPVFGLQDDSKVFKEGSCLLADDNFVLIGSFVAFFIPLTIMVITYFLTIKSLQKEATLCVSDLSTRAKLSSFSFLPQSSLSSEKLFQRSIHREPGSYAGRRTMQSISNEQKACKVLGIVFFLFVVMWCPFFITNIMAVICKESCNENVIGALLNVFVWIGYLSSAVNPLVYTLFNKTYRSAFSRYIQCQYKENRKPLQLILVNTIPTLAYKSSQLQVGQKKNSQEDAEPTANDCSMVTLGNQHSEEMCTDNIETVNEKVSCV
# hiPSC survival – hiPSC single-cell survival enhancement; ATPlite luminescence; 100% = ROCK inhibitor wells, 0% = DMSO; survival enhancement, % at 20 µM; 360,000 tested, 0.044% active; AID 602274; in the data active = survival enhancement above about 18%;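 also: cells exposed to compounds for 16 hours before the ATP read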
# HIF-2a block – blocks HIF-2a reporter activity; 786-0 RCC cells HIF-2a reporter, luciferase luminescence, overnight; inhibition, % at 18.8 µM; 360,000 tested, 0.72% active; AID 624352;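 active = inhibition of the luminescence signal of 40% or more relative to plate controls, in a single-dose primary screen at 18.75 µM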
# Cardio protect – myocardial damage modulation in H9c2 cells. H9c2 cardiomyocytes, H2O2 injury protection, ATPLite, 2 h. protection from H2O2 cell death, % at 20 µM. 360,000 tested, 0.63% active. AID 588492;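 active = compounds giving at least 50% protection of heart cells from peroxide-induced death in the single-dose screen, raw or plate-pattern-corrected value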;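 also: 0% = DMSO wells with peroxide and 100% = DMSO wells without peroxide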
# CaV13 ICDI inh – Primary screen for inhibitors of IQ motif and Ca2+-dependent inactivation inhibitor domain binding in CACNA1D, Förster resonance energy transfer in living cells, … | HEK cells, CFP/YFP FRET ICDI-IQ, plate reader, 10 min; percent FRET-ratio fall versus neutral wells | inhibition, % at 12.3 µM | 340,000 tested, 0.098% active;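 active = mean replicate inhibition of at least 30% and at least 1% of replicates passing that level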;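 also: 0% = median of the neutral control wells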
# Starred values were filed as active, the others as inactive; x = no result given.
# Start of the listing, in advance, 4 compounds:
structure	MITF TRPM1 inh	NR2E3 ag-1	NR2E3 ag-2	PDI inh	Shn3 inh set2	Peg3 prom inh	HTR2A ag	hiPSC survival	HIF-2a block	Cardio protect	CaV13 ICDI inh
COc1ccc(-c2ccc(C(=O)Nc3cccc(N(C)C)c3)c3occc23)c(C)c1	x	x	-102.4	-24.3	-7.7	-135.8	3.2	-0.5	-211.7	-12.7	-6.4
N/C(=N\OC(=O)c1cccc(Br)c1)c1ccc(Br)cc1	-2.3	1.1	-14.4	6.8	-32.1	-197.8	-2.6	-0.9	-99.2	-15.1	x
Cc1c(S(=O)(=O)N2CCOCC2)c(=O)n(C)c(=O)n1C	6.7	1.3	-11.2	x	-24.1	2.1	5.9	-0.1	6.4	13.7	-8.8
O=C1CC(C(=O)N2CCOCC2)C2(CCCC2)O1 (stereo not given)	2.2	-2.3	8.0	-8.7	-3.0	-5.4	-0.6	-2.1	11.3	0.5	-5.3

# This part in full, from the first entry:
structure	MITF TRPM1 inh	NR2E3 ag-1	NR2E3 ag-2	PDI inh	Shn3 inh set2	Peg3 prom inh	HTR2A ag	hiPSC survival	HIF-2a block	Cardio protect	CaV13 ICDI inh
COc1ccc(-c2ccc(C(=O)Nc3cccc(N(C)C)c3)c3occc23)c(C)c1	x	x	-102.4	-24.3	-7.7	-135.8	3.2	-0.5	-211.7	-12.7	-6.4
N/C(=N\OC(=O)c1cccc(Br)c1)c1ccc(Br)cc1	-2.3	1.1	-14.4	6.8	-32.1	-197.8	-2.6	-0.9	-99.2	-15.1	x
Cc1c(S(=O)(=O)N2CCOCC2)c(=O)n(C)c(=O)n1C	6.7	1.3	-11.2	x	-24.1	2.1	5.9	-0.1	6.4	13.7	-8.8
O=C1CC(C(=O)N2CCOCC2)C2(CCCC2)O1 (stereo not given)	2.2	-2.3	8.0	-8.7	-3.0	-5.4	-0.6	-2.1	11.3	0.5	-5.3
COCCCNC(=O)C[C@H]1C[C@H](C(=O)N2CCCCC2)[C@@]2(CCc3ccccc3)c3[nH]c4cc(-c5ccco5)ccc4c3CCN2C1=O	12.0	x	-7.8	-4.8	12.3	14.4	2.6	0.6	8.4	4.3	-7.6
O=C(c1cccs1)N1CCN(c2nc3c(F)cc(F)cc3s2)CC1	-45.5	1.7	-12.4	0.7	9.5	-158.7	-7.1	-0.4	-135.9	-9.2	-1.5
O=C(c1cccc(Cl)c1)N1CCC(=O)N([C@H](COCc2cccc(Cl)c2)Cc2ccccc2)CC1	x	x	-12.9	x	x	x	-0.3	-0.4	9.0	x	-6.6
Cc1nnc(SC(C)C(=O)NC2CCCCC2)[nH]c1=O (stereo not given)	-5.5	x	-18.0	-4.4	-2.4	-15.2	4.6	0.3	3.3	0.1	-2.5
Cc1ccc(C2(C)NC(=O)N(CC(=O)NC(=O)NC(C)(C)C)C2=O)cc1 (stereo not given)	8.7	0.4	-16.9	15.7	-17.3	14.6	-2.8	0.1	10.5	-0.5	-3.6
O=C(CSc1ncnc2sc3c(c12)CCC3)N1CCOCC1	-13.1	1.1	-1.4	16.5	2.0	7.1	0.0	0.4	10.2	7.4	-4.9
O=S(=O)(NOCc1ccc(Cl)cc1)c1ccc(Cl)cc1	5.9	2.0	4.4	19.4	9.8	11.2	14.9*	0.0	22.9	-10.6	-3.6
CC1=C(C(=O)OC(C)(C)C)C(c2cccc3ccccc23)NC(=O)N1 (stereo not given)	-8.5	0.2	-0.5	-69.2	21.8	37.1	1.4	-0.9	21.7	1.5	-2.4
CCCOc1ccc(S(=O)(=O)n2cc(Br)c(=O)[nH]c2=O)cc1	3.4	1.4	9.1	-1.3	-7.9	-6.0	4.0	2.0	-1.9	1.3	-8.9
O=C(O)CC1(CC(=O)Nc2ccccc2C(=O)c2ccccc2)CCCC1	8.3	0.5	-22.3	-8.5	9.0	11.9	1.8	1.7	12.8	-1.4	5.3
CN1CCN(S(=O)(=O)c2cccc(C(=O)Nc3ccccc3N3CCCC3)c2)CC1	1.7	2.3	-23.7	1.2	6.9	13.7	-3.3	-0.4	14.7	0.5	-5.8

# (list continues)
structure	MITF TRPM1 inh	NR2E3 ag-1	NR2E3 ag-2	PDI inh	Shn3 inh set2	Peg3 prom inh	HTR2A ag	hiPSC survival	HIF-2a block	Cardio protect	CaV13 ICDI inh
COc1cccc(N(CC(=O)NCCSc2ccccn2)S(=O)(=O)c2ccccc2)c1	7.8	-1.4	1.1	7.4	10.6	5.8	-7.4	-0.3	6.6	11.9	-3.2
Cc1cc(C)nc(NS(=O)(=O)c2ccc(NC(=S)NC(=O)CC(C)C)cc2)n1	-4.7	2.3	-15.4	-9.1	-6.6	12.0	0.5	-1.6	5.4	2.1	-5.1
Cc1cc2nc(C3CCCCC3)c(CC(C)(C)C)n2c(C)c1Br	x	x	13.1	x	8.3	17.9	-0.3	1.0	3.9	4.9	-9.3
CN1CCN(C(=S)NC(=O)/C=C/c2cccs2)CC1	0.2	4.2	20.0	-9.4	-2.1	-9.2	-5.5	-0.5	-4.4	2.8	-18.7
COc1cc(NC(=O)c2ccco2)c(C(=O)O)cc1OC	2.4	-3.9	5.1	-0.6	-17.2	8.0	0.5	-2.7	12.4	7.1	-3.8
O=C(Nc1cccc(C(=O)N2CCOCC2)c1)C1CC1	3.0	x	13.2	7.5	-4.9	-8.6	6.4	4.8	1.7	12.7	-8.4
Cc1cc(C)cc(Cn2c3ccc(NC(=O)NCc4ccccc4)cc3c(=O)n2C)c1	x	x	-19.0	-1.7	0.7	6.0	-4.3	-0.8	-2.4	-3.2	-6.6
CCCCN(CCCC)c1nc(-c2ccncc2)nc2ccccc12	-2.0	-0.3	-34.7	5.2	30.1	51.5*	-5.1	1.1	28.7	3.2	-5.2
COc1ccc(CN2CCN(c3ccccc3OC)CC2)c(OC)c1	-0.1	-3.1	-45.3	0.1	14.7	16.5	-5.6	-0.5	24.5	-5.6	-19.6
O=c1c(-c2ccco2)[n+]([O-])c2ccccc2n1OCc1ccccc1F	-6.5	1.5	-23.6	-9.7	-3.7	1.8	-2.6	1.0	0.6	7.4	-5.7
CCOC(=O)CSC(CC)C(=O)Nc1nnc(CC)s1 (stereo not given)	-5.4	-0.7	10.2	x	6.4	12.6	-3.3	0.0	17.2	4.4	-6.7
CCOc1ccc(Oc2c(/C=N/NC(C)=O)c(C)nn2-c2ccccc2)cc1	-1.1	8.7	8.9	-1.7	12.6	12.4	-0.3	4.8	17.3	-1.1	-6.0
CCC(C(=O)NCc1ccco1)N(C(=O)CNS(=O)(=O)c1ccc(C)cc1)c1ccccc1F (stereo not given)	3.1	-0.7	-15.8	0.5	19.8	11.6	-1.8	-0.5	8.9	0.3	-7.3
c1ccc(-c2cn3c(n2)CCc2ccc4cccnc4c2-3)cc1	13.8	-4.7	-19.9	7.0	20.6	-9.4	3.1	-1.7	-8.4	61.6*	-9.2
Cc1ccc(-n2ncc3c(NCc4ccco4)ncnc32)c(C)c1	3.9	1.5	-15.6	0.4	23.7	-7.3	-0.4	1.6	-39.5	-7.9	-6.3

# Other structures.
structure	MITF TRPM1 inh	NR2E3 ag-1	NR2E3 ag-2	PDI inh	Shn3 inh set2	Peg3 prom inh	HTR2A ag	hiPSC survival	HIF-2a block	Cardio protect	CaV13 ICDI inh
COc1cccc(OC)c1C(=O)OCC(=O)NCC1CCCCC1	x	x	31.1	1.6	-1.3	12.5	1.5	1.0	-0.2	1.3	-4.2
C=CCN1CC(O)=C(c2ccccc2)C1=N	1.0	-4.4	-25.8	3.4	-17.9	-1.1	-1.1	-1.6	-3.0	2.1	-5.5
Cc1noc(COc2ccc(OCc3nc(C)no3)cc2)n1	-7.4	-0.4	-15.6	-3.6	2.8	-11.4	6.8	4.4	-23.8	6.0	-6.1
O=C(O)c1cc(-c2cccs2)nc2cc3c(cc12)OCCO3	2.5	4.7	-22.6	x	-24.1	-6.1	-0.2	1.3	3.7	-11.1	-2.3
O=C(/C=C/c1ccc([N+](=O)[O-])cc1)NCc1cccnc1	8.6	5.6	2.6	-2.9	8.2	-18.2	0.2	0.1	-6.4	-5.3	x
NC(=O)c1ccc(NC(=O)COC(=O)/C=C/c2cccs2)cc1	8.4	2.4	-28.2	0.1	3.4	2.6	1.4	0.4	14.6	-5.2	3.4
CCN(CC(=O)Nc1ccc2c(c1)OCCO2)c1nc(-c2cccnc2)nc2ccccc12	6.9	-0.4	1.1	-1.9	27.0	15.2	-0.9	2.5	9.3	25.2	-5.7
c1ccc2[nH]cnc2c1	-5.5	-2.3	26.8	-1.3	-12.4	14.8	7.6	-2.5	1.4	7.2	-4.7
O=C(CCNS(=O)(=O)c1ccc(Cl)cc1)Nc1ccncc1	-3.0	1.0	-11.3	7.7	-0.3	6.3	3.1	0.6	5.9	-1.3	-7.0
COc1cc(CCC(=O)Nc2cccc(C(F)(F)F)c2)cc(OC)c1OC	12.3	-0.4	-14.9	-2.6	13.2	16.5	-3.9	3.9	7.8	2.3	-8.4
CCOC(=O)N1CCC2(CC1)C(C#N)=C(N)Oc1c2c(C)nn1-c1cccc(Cl)c1	11.8	-0.6	-9.3	-3.7	19.4	-5.6	-2.6	-1.1	-20.7	-5.2	-7.7

# Single records (already shown).
# `C=CCN1CC(O)=C(c2ccccc2)C1=N` is listed as MITF TRPM1 inh: 1.0; NR2E3 ag-1: -4.4; NR2E3 ag-2: -25.8; PDI inh: 3.4; Shn3 inh set2: -17.9; Peg3 prom inh: -1.1; HTR2A ag: -1.1; hiPSC survival: -1.6; HIF-2a block: -3.0; Cardio protect: 2.1; CaV13 ICDI inh: -5.5
# `Cc1noc(COc2ccc(OCc3nc(C)no3)cc2)n1` is listed as MITF TRPM1 inh: -7.4; NR2E3 ag-1: -0.4; NR2E3 ag-2: -15.6; PDI inh: -3.6; Shn3 inh set2: 2.8; Peg3 prom inh: -11.4; HTR2A ag: 6.8; hiPSC survival: 4.4; HIF-2a block: -23.8; Cardio protect: 6.0; CaV13 ICDI inh: -6.1

# Assay outcomes deposited in PubChem BioAssay by several laboratories.
